High-throughput results deposited in PubChem BioAssay by Broad Institute.
TcdB GH inh – TcdB glycohydrolase inhibitors, primary screen, biochemical, single point, plate reader. TcdB glycohydrolase enzymatic assay. AID 652162, 2013. inhibition, % at 9.99 µM. Toxin B (Clostridioides difficile), P18177. 350,000 tested, 0.24% active; in the data active = inhibition above about 10%
Active calls of the source: *.

SMILES | TcdB GH inh
C/C=C/c1ccc2c(c1)O[C@H](CN(C)C(=O)C1CCOCC1)[C@@H](C)CN([C@H](C)CO)S2(=O)=O | 0.8
COC(=O)[C@@H]1[C@@H](CO)[C@@H]2Cn3c(ccc(-c4ccccc4F)c3=O)[C@H]1N2CC1CCCC1 | -0.3
C[C@@H]1CN([C@H](C)CO)S(=O)(=O)c2ccc(-c3ccc(F)cc3)cc2O[C@H]1CN(C)C | 0.5
CC(C)COC(=O)N(C)C[C@H]1OCc2ccccc2-c2ccccc2C(=O)N([C@@H](C)CO)C[C@H]1C | 0.4
C/C=C/c1ccc([C@@H]2[C@@H](CO)N(C(C)=O)[C@@H]2CN(CC)C(=O)CN(C)C)cc1 | 1.3
C[C@H]1CN([C@@H](C)CO)S(=O)(=O)c2ccc(-c3cccc(C(=O)N(C)C)c3)cc2O[C@H]1CN(C)C | -0.7
NC(=O)[C@@H]1[C@H]2C(=O)O[C@H](c3ccccc3)[C@H](c3ccccc3)N2[C@H](c2ccc(O)cc2)[C@@]12C(=O)Nc1ccccc12 | 1.0
C[C@H]1CN([C@@H](C)CO)C(=O)Cc2cc(NC(=O)CCCCCC(=O)Nc3ccccc3N)ccc2O[C@@H]1CN(C)C(=O)Nc1cccc2ccccc12 | 0.5
C[C@@H]1CN([C@@H](C)CO)C(=O)Cc2cc(NC(=O)CCCCCC(=O)Nc3ccccc3N)ccc2O[C@@H]1CN(C)S(=O)(=O)c1ccccc1 | -0.1
NCCCCCCNC(=O)[C@@H]1C[C@@H]2C(=O)N[C@@H](Cc3ccccc3)C(=O)N2[C@@H]1c1ccc(O)cc1 | 0.3
COc1ccc(S(=O)(=O)Nc2ccc3c(c2)CC(=O)N([C@@H](C)CO)C[C@@H](C)[C@H](CN(C)Cc2ccc(C(=O)Nc4ccccc4N)cc2)O3)cc1 | -0.5
C[C@@H]1CN([C@H](C)CO)C(=O)c2cccc(NS(=O)(=O)c3cn(C)cn3)c2O[C@H]1CN(C)Cc1ccc(C(=O)O)cc1 | -0.1
CCCNC(=O)N1CC2(CN(C(=O)C3CCOCC3)C2)c2c([nH]c3cc(OC)ccc23)[C@H]1CO | 1.6
CCS(=O)(=O)Nc1ccc2c(c1)C(=O)N(C)C[C@@H](OC)[C@H](C)CN(CCC(F)(F)F)[C@H](C)CO2 | 0.8
C[C@H]1CN([C@@H](C)CO)C(=O)c2cc(-c3ccccc3F)cnc2O[C@@H]1CN(C)C(=O)c1cnccn1 | 0.3
C[C@H](CO)N1C[C@H](C)[C@@H](CN(C)Cc2ccc(C(F)(F)F)cc2)Oc2c(NC(=O)Nc3ccccc3)cccc2C1=O | 0.2
CO[C@H]1CN(C)C(=O)c2cc(NC(=O)c3nc4ccccc4s3)ccc2OC[C@@H](C)N(Cc2ccncc2)C[C@@H]1C | 1.6
Cc1cc(C(=O)Nc2ccc3c(c2)C(=O)N(C)[C@H]2CC[C@H](CC(=O)NCc4ccc(-c5ccccc5)cc4)O[C@@H]2CO3)no1 | 0.3
COCCNC(=O)[C@@H]1[C@@H](CO)[C@@H]2Cn3c(ccc(C4=CCCCC4)c3=O)[C@H]1N2C(=O)C1CCCC1 | 1.0
COc1ccc(S(=O)(=O)Nc2ccc3c(c2)C(=O)N([C@@H](C)CO)C[C@H](C)[C@H](CN(C)C(=O)c2ccccc2)OCCCC[C@@H](C)O3)cc1 | 0.2
COc1cccc(CNC(=O)C[C@H]2CC[C@@H]3[C@@H](COc4ccc(NC(=O)c5cccs5)cc4C(=O)N3C)O2)c1 | 0.3
O=C(C1CCCCC1)N1CC(=O)N2[C@H](CO)[C@H](c3ccc(Br)cc3)[C@H]2C1 | 0.1
CNC[C@H]1Oc2ncc(-c3cncnc3)cc2C(=O)N([C@H](C)CO)C[C@@H]1C | -0.6
O=C(C[C@H]1C=C[C@H](NC(=O)C2CCC2)[C@H](CO)O1)NCc1ccccc1Cl | -6.8
CO[C@@H]1CN(C)C(=O)c2cc(NC(=O)C3CCC3)ccc2OC[C@H](C)N(C(=O)CN(C)C)C[C@H]1C | -0.9
Next part
SMILES | TcdB GH inh
CCCNC(=O)N(C)C[C@H]1Oc2cc(C#C[C@H](C)O)ccc2S(=O)(=O)N([C@H](C)CO)C[C@@H]1C | 0.8
CCS(=O)(=O)Nc1ccc2c(c1)C(=O)N(C)C[C@H](OC)[C@H](C)CN[C@@H](C)CO2 | 0.7
C[C@@H]1CN([C@H](C)CO)C(=O)c2cc(C3=CCCCC3)cnc2O[C@H]1CN(C)C(=O)c1ccc(F)cc1 | 0.9
COc1ccc2c3c([nH]c2c1)[C@H](CO)N(Cc1nccs1)CC31CCN(C(=O)C2CCCCC2)CC1 | 0.7
CC(C)c1cn(CC[C@H]2CC[C@H](NC(=O)C3CCCC3)[C@@H](CO)O2)nn1 | -1.4
C/C=C/c1ccc([C@@H]2[C@@H](CO)N3CCCCN(S(=O)(=O)c4cccs4)C[C@@H]23)cc1 | 1.0
COc1ccc(CN(C)C[C@H]2Oc3c(NC(=O)NC(C)C)cccc3C(=O)N([C@H](C)CO)C[C@H]2C)cc1 | -12.9
C[C@@H]1CN([C@@H](C)CO)C(=O)Cc2cc(NC(=O)Nc3ccc(F)cc3)ccc2O[C@H]1CN(C)S(=O)(=O)c1ccc(Cl)cc1 | 0.2
Cc1noc(C)c1NC(=O)Nc1cccc2c1O[C@H](CN(C)C(=O)Nc1c(C)noc1C)[C@@H](C)CN([C@H](C)CO)C2=O | -0.7
O=C(Nc1ccccc1)[C@H]1[C@H](CO)[C@H]2Cn3c(ccc(C4=CCCC4)c3=O)[C@H]2N1Cc1cocn1 | 0.2
CCC(=O)Nc1ccc2c(c1)OC[C@@H](C)N(C(=O)C1CCC1)C[C@@H](C)[C@@H](OC)CN(C)C2=O | 0.7
C[C@@H]1CN([C@@H](C)CO)C(=O)c2cc(NC(=O)c3ccncc3)ccc2O[C@@H](C)CCCCO[C@H]1CN(C)Cc1ccc2c(c1)OCO2 | 0.2
C[C@H](CO)N1C[C@H](C)[C@H](CN(C)S(=O)(=O)c2ccccc2)Oc2ccc(NC(=O)Cn3cnnn3)cc2CC1=O | 0.3
O=C(NC1Cc2ccccc2C1)[C@@H]1[C@@H](CO)[C@@H]2Cn3c(ccc(C4=CCCCC4)c3=O)[C@H]1N2CC1CC1 | -0.4
CCCC#Cc1ccc2c(c1)O[C@H](CN(C)Cc1cncnc1)[C@H](C)CN([C@@H](C)CO)S2(=O)=O | 0.8
CNC[C@H]1Oc2c(NC(=O)Nc3ccccc3)cccc2C(=O)N([C@H](C)CO)C[C@@H]1C | 0.0
CO[C@H]1CN(C)C(=O)c2ccc(NC(=O)c3cnccn3)cc2OC[C@H](C)N(CCc2ccccc2)C[C@H]1C | -0.8
O=C(C[C@H]1CC[C@@H]2[C@H](COC[C@@H](O)CN2C(=O)c2cccnc2)O1)NCC1CC1 | -0.5
COc1ccc(NC(=O)Nc2cccc3c2O[C@@H](CN(C)C(=O)Nc2ccccc2)[C@H](C)CN([C@@H](C)CO)C3=O)cc1 | -0.4
Cc1noc(C)c1NC(=O)Nc1ccc2c(c1)C(=O)N(C)[C@H]1CC[C@H](CC(=O)N[C@H]3CCN(Cc4ccccc4)C3)O[C@@H]1CO2 | -0.3
CCNC(=O)C[C@@H]1C=C[C@@H](NC(=O)C2CCC2)[C@H](CO)O1 | -8.1
O=C(c1cccc(F)c1)N1CC(=O)N2[C@H](C1)[C@H](c1ccc(C#Cc3ccc(F)cc3)cc1)[C@@H]2CO | 1.7
COc1ccc(NC(=O)Nc2ccc3c(c2)C(=O)N([C@H](C)CO)C[C@@H](C)[C@H](CN(C)Cc2ccc(C(F)(F)F)cc2)OCCCC[C@H](C)O3)cc1 | -0.9
CO[C@H]1CN(C)C(=O)c2ccc(NC(=O)C3CCCC3)cc2OC[C@@H](C)N(C(=O)CC2CC2)C[C@H]1C | -1.8
COc1ccc(S(=O)(=O)Nc2ccc3c(c2)OC[C@H](C)NC[C@@H](C)[C@@H](OC)CN(C)C3=O)cc1 | 0.5
Further results follow.
SMILES | TcdB GH inh
COc1cccc(-c2ccc3n(c2=O)C[C@H]2[C@H](CO)[C@@H](C(=O)NC4CCCC4)N[C@@H]32)c1 | 1.4
Cc1ccc(S(=O)(=O)Nc2ccc3c(c2)C(=O)N([C@@H](C)CO)C[C@H](C)[C@H](CN(C)CC2CCCCC2)OCCCC[C@H](C)O3)cc1 | -0.1
C[C@@H]1CN([C@@H](C)CO)C(=O)c2cc(NC(=O)CCC(F)(F)F)ccc2O[C@@H](C)CCCCO[C@@H]1CN(C)C(=O)Nc1ccc(F)cc1 | 0.2
C[C@@H]1CN([C@@H](C)CO)C(=O)Cc2cc(NC(=O)Cn3cnnn3)ccc2O[C@@H]1CN(C)S(=O)(=O)c1ccc(Cl)cc1 | -0.1
O=C(C[C@@H]1C[C@@H]2c3cc(NC(=O)NC4CCCC4)ccc3O[C@@H]2[C@H](CO)O1)NCc1ccc(Oc2ccccc2)cc1 | 0.7
COc1cccc(C#Cc2ccc([C@@H]3[C@@H](C#N)N(C(=O)C4CCCCC4)[C@H]3CO)cc2)c1 | -0.3
O=C(C[C@H]1CC[C@H]2[C@@H](COC[C@@H](O)CN2C(=O)Nc2ccc(Cl)c(Cl)c2)O1)NCc1ccc(F)cc1 | 0.5
C[C@@H]1CN([C@H](C)CO)C(=O)Cc2cc(NC(=O)C3CCCCC3)ccc2O[C@@H]1CN(C)Cc1ccc2c(c1)OCO2 | 0.5
CNC[C@H]1Oc2ccc(NC(=O)CCC(F)(F)F)cc2C(=O)N([C@@H](C)CO)C[C@@H]1C | 0.3
Cc1noc(C)c1S(=O)(=O)Nc1ccc2c(c1)CC(=O)N([C@@H](C)CO)C[C@@H](C)[C@@H](CN(C)S(=O)(=O)c1ccc(F)cc1)O2 | 1.6
COc1ccc(NC(=O)N(C)C[C@H]2Oc3ccc(NS(=O)(=O)c4ccc(Cl)cc4)cc3CC(=O)N([C@H](C)CO)C[C@@H]2C)cc1 | -0.3
C[C@H](CO)N1C[C@H](C)[C@H](CN(C)Cc2ccc3c(c2)OCO3)Oc2ccc(NS(=O)(=O)c3ccccc3)cc2CC1=O | -0.2
C[C@H]1CN([C@@H](C)CO)C(=O)Cc2cc(NC(=O)CCCN(C)C)ccc2O[C@@H]1CN(C)S(=O)(=O)c1ccccc1 | -0.9
N#C[C@H]1[C@H](c2ccc(C#Cc3ccc(F)cc3)cc2)[C@@H](CO)N1C(=O)C1CCC1 | -1.3
C[C@@H]1CN([C@H](C)CO)C(=O)c2cc(C#CC3CC3)cnc2O[C@H]1CN(C)C(=O)CC1CC1 | 0.5
O=C(C[C@H]1C[C@@H]2c3cc(NC(=O)Cc4ccncc4)ccc3O[C@@H]2[C@@H](CO)O1)NCc1ccc2c(c1)OCO2 | -0.9
O=C(NC1CCCC1)N1CCCCN2[C@@H](CO)[C@H](c3ccc(-c4ccccc4)cc3)[C@@H]2C1 | 1.0
COc1ccc(C#Cc2ccc([C@H]3[C@@H](CO)N4CCCCN(C(=O)Nc5ccccc5F)C[C@@H]34)cc2)cc1 | -0.7
Cc1ccc(S(=O)(=O)Nc2cccc3c2O[C@H](CN(C)S(=O)(=O)c2c(C)noc2C)[C@@H](C)CN([C@H](C)CO)C3=O)cc1 | 0.4
C/C=C/c1ccc([C@@H]2[C@H](CO)N(C(C)=O)[C@H]2CNC(=O)CC2CC2)cc1 | 0.4
C[C@@H]1CCCCO[C@H](CN(C)C)[C@@H](C)CN([C@H](C)CO)C(=O)c2cc(NS(=O)(=O)c3ccc(Cl)cc3)ccc2O1 | 0.7
CC(C)NC(=O)N(C)C[C@H]1Oc2ccc(NC(=O)Nc3cccc4ccccc34)cc2CC(=O)N([C@H](C)CO)C[C@@H]1C | -0.6
COc1cccc(CNC(=O)C[C@@H]2C=C[C@@H](NC(=O)C3CC3)[C@H](CO)O2)c1 | -0.2
Cc1cccc(S(=O)(=O)N[C@H]2CC[C@@H](CCNC(=O)CCN3CCCCC3)O[C@@H]2CO)c1 | 0.8
C[C@H]1CN([C@@H](C)CO)C(=O)c2cccc(NC(=O)Nc3cccc4ccccc34)c2O[C@H]1CN(C)Cc1ccccc1 | 0.5
C[C@H]1CN([C@@H](C)CO)C(=O)Cc2cc(NC(=O)Cc3ccccc3)ccc2O[C@@H]1CN(C)S(=O)(=O)c1cccs1 | -11.3
COc1ccc2c3c(n(C)c2c1)[C@@H](CO)N(C(=O)NC1CCCCC1)CC31CN(C)C1 | 1.4
O=C(C[C@@H]1C[C@H]2c3cc(NC(=O)NC4CCCCC4)ccc3O[C@H]2[C@H](CO)O1)NCC(F)(F)F | -0.3
O=C(C[C@@H]1CC[C@@H](NC(=O)c2cccnc2)[C@@H](CO)O1)NCc1ccncn1 | -0.4
C[C@H](CO)N1C[C@H](C)[C@@H](CN(C)Cc2ccncc2)Oc2ccc(NS(=O)(=O)c3ccccc3)cc2CC1=O | 0.5

Seven entries from above, tab-delimited.
Structure	TcdB GH inh
COc1ccc2c3c(n(C)c2c1)[C@@H](CO)N(C(=O)NC1CCCCC1)CC31CN(C)C1	1.4
C[C@@H]1CCCCO[C@H](CN(C)C)[C@@H](C)CN([C@H](C)CO)C(=O)c2cc(NS(=O)(=O)c3ccc(Cl)cc3)ccc2O1	0.7
O=C(C[C@H]1CC[C@H]2[C@@H](COC[C@@H](O)CN2C(=O)Nc2ccc(Cl)c(Cl)c2)O1)NCc1ccc(F)cc1	0.5
COc1cccc(-c2ccc3n(c2=O)C[C@H]2[C@H](CO)[C@@H](C(=O)NC4CCCC4)N[C@@H]32)c1	1.4
O=C(C[C@@H]1C[C@@H]2c3cc(NC(=O)NC4CCCC4)ccc3O[C@@H]2[C@H](CO)O1)NCc1ccc(Oc2ccccc2)cc1	0.7
C/C=C/c1ccc([C@@H]2[C@H](CO)N(C(C)=O)[C@H]2CNC(=O)CC2CC2)cc1	0.4
O=C(C[C@@H]1CC[C@@H](NC(=O)c2cccnc2)[C@@H](CO)O1)NCc1ccncn1	-0.4

Some of the compounds tested. The share of hits here may be higher or lower than overall.
